# Tat transport = E. coli Tat transport inhibition; E. coli MC4100 TorA-mCherry Tat export, fluorescence; inhibition, % at 10 µM; 340,000 compounds, 0.036% hits;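 active means mean replicate inhibition at least 50% and at least half of replicates individually reaching 50%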;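 further: exported cargo escapes ClpAP degradation while cytoplasmic cargo is degraded and loses fluorescence; 0% = median of neutral control wells and 100% = median of NaSCN control wells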
# CAL PDZ FP-1 = blocks peptide binding to human CAL PDZ domain. purified CAL PDZ, TMR-peptide fluorescence polarization, 1 h. inhibition, % at 20 µM. 330,000 compounds, 0.02% hits. AID 504414;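 active means highest replicate inhibition of at least 40%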;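 further: plate controls were DMSO neutral control wells for no effect and unlabeled competitor peptide control wells for full effect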
#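 Material – purified CerCALP PDZ construct · Detection – FP readout, S and P plane fluorescence · Measure – percent inhibition from loss of millipolarization · Controls – unlabelled peptide for full inhibition, DMSO wells as neutral · Probe or stimulus – TMR-labelled reporter peptide T*-PRC34 bound in PDZ groove · Times – 1 h at RT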
# CAL PDZ FP-2 = blocks peptide binding to the human CAL PDZ domain. AID 602252. inhibition, % at 24.9 µM. 300,000 compounds, 0.92% hits. Q9HD26. purified CAL PDZ, TMR-peptide fluorescence polarization, 1 h;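 active means mean inhibition of at least 30% with at least half of replicates also reaching 30%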;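 further: 0% = DMSO neutral control and 100% = excess unlabeled competitor peptide PRC23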
# CDK5 p35 inh = blocks human CDK5/p35 kinase activity; Recombinant CDK5/p35, ADP-Glo luminescence, 60 min; inhibition, % at 10 µM; 330,000 compounds, 0.01% hits; AID 488839;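 active means highest replicate inhibition of at least 50% and at least 75% of replicates reaching 50%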;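 further: plate controls were DMSO neutral control for no effect and GW8510 at 10 µM for full effect; many of its hits are not listed in these tables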
# V-ATPase pH = alters yeast V-ATPase proton transport; S. cerevisiae, pHLuorin cytosolic pH fluorescence; response, % at 10 µM; 350,000 compounds, 0.37% hits; AID 504577; in the data active means response mostly above about 7.3%, no sharp cut-off; inactive means mostly below about 5.4%; further: actives read high; inactives centre near 0; some compounds called inactive have numbers as strong as hits
# RTF Ca sens act = cardiac RTF calcium sensitization | P19429+P45379 | IANBD-labeled TnC RTF fluorescence at EC20 calcium; 0% EC20 calcium, 100% full calcium | activation, % at 7.2 µM | 340,000 compounds, 0.24% hits;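 active means activation above the mean over all tested compounds plus 3 SD, cut at about 30% in these data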;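 further: rise in fluorescence read as greater calcium sensitivity of cardiac thin filaments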
# dFosB activator = enhances mouse delta FosB homodimer DNA binding | P13346 | purified delta FosB, TAMRA-CDK5 oligo fluorescence polarization; percent of positive-control signal above neutral wells | activation, % at 25 µM | 340,000 compounds, 0.99% hits | AID 493131;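 active means mean activation above about 17%, with every replicate also reaching it, limit read from the data, passing the limit was not always enough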;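 further: fluorescence polarization rise as delta FosB binds a TAMRA Cdk5 AP-1 oligo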
# Target sequence (P13346 whole entry, looked up): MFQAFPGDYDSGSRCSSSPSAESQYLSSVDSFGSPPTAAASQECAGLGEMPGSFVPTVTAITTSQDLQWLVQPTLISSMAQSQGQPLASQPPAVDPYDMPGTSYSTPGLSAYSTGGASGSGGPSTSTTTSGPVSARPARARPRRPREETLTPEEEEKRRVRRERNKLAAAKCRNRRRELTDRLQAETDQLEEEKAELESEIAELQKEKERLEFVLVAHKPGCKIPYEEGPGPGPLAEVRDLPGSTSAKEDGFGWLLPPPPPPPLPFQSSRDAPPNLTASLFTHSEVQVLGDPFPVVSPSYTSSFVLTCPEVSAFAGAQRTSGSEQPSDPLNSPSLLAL
# Wnt bcat act = activates Wnt/beta-catenin signaling in a reporter cell assay. activation, % at 9.35 µM. 300,000 compounds, 1.2% hits. activator, plate reader. AID 743398; in the data active means activation above about 30%, passing the limit was not always enough;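 further: 0% = neutral control wells and 100% = positive control wells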
# Rtt109 Vps75 = inhibitors of Candida albicans Rtt109/Vps75 histone acetyltransferase. Q5AAJ8. purified Rtt109/Vps75, ThioGlo CoA-SH fluorescence, 4 h. inhibition, % at 34.9 µM. 330,000 compounds, 0.16% hits;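 active means inhibition of at least 50% in every replicate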
# Target sequence (Q5AAJ8 whole entry, looked up): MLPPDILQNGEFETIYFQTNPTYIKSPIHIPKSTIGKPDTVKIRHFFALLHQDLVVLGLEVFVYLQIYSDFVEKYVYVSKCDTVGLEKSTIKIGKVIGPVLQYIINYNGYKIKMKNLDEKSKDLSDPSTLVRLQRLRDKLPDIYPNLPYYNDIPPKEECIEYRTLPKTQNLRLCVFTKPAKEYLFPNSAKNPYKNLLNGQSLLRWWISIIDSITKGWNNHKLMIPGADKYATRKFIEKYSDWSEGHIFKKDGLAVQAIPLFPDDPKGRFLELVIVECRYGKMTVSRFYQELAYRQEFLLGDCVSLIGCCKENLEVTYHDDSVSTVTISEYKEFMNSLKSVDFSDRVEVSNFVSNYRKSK
# MITF TRPM1 HTS = increases MITF-driven TRPM1 promoter luciferase signal. activation, % at 12.5 µM. SK-MEL-5 TRPM1-promoter luciferase, 24 h; % of positive control, neutral wells = 0. 300,000 compounds, 0.75% hits;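 active means mean activation of at least 80% with every replicate also reaching 80%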;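 further: 0% = neutral control wells and 100% = parthenolide positive control wells; values of inactives mirror those of a sister screen read the other way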
# Starred values were filed as active, the others as inactive; / = not tested or not shown.
# The line under a structure holds: Tat transport	CAL PDZ FP-1	CAL PDZ FP-2	CDK5 p35 inh	V-ATPase pH	RTF Ca sens act	dFosB activator	Wnt bcat act	Rtt109 Vps75	MITF TRPM1 HTS
COc1cc(SC)ccc1C(=O)OCC(=O)N1CCN(C(C)=O)CC1
 : 0	0.0	-5	2.1	0	-3	-1	3	-7	10
Cc1cccc(NC(=O)CSc2nc(=O)n3ccccc3n2)c1C
 : -9	0.0	/	0.7	-4	-6	0	-2	-13	6
Cc1c(NS(=O)(=O)c2cc(C(=O)NCCN(C)C)ccc2Cl)c(=O)n(-c2ccccc2)n1C
 : -4	0.4	4	-0.1	0	-10	1	-1	8	3
COc1ccccc1-c1nnc(SCC(=O)Nc2c(Cl)cccc2Cl)o1
 : -6	-2.1	/	-0.9	1	1	-3	/	-7	-5
O=[N+]([O-])c1ccc(Nc2nc(Cl)nc(NCCO)n2)cc1
 : 0	-3.3	-2	0.3	0	-6	2	-3	8	-7
COc1cc(NC(=O)CN2C(=O)C(c3ccccc3)=NC23CCCCCC3)cc(OC)c1
 : 11	-0.4	-4	-0.5	1	5	-5	-4	7	-11
O=C(Nc1ccccc1O)N1c2ccccc2Sc2ccccc21
 : -2	/	3	-0.2	7	-8	-1	2	-3	1
COCCNC(=S)NCCCNc1nc2cc3c(cc2cc1C#N)OCO3
 : -4	-0.9	-11	5.0	0	3	9	/	-213	-12
N/C(Cc1ccc([N+](=O)[O-])cc1)=N\OC(=O)c1ccc(Br)o1
 : -8	-2.6	0	0.4	2	8	2	/	19	8
CC(=O)c1[nH]c(C)c(C(C)=O)c1C
 : 0	0.1	4	0.6	5	6	5	-1	7	/
CN(C)c1nc(OCCNC(=O)COc2ccc(Cl)cc2Cl)nc(N(C)C)n1
 : 6	-1.6	-3	-3.3	0	2	-3	-6	7	-22
c1ccc(-c2sc3ccccc3c2-c2ccc(OCCN3CCOCC3)cc2)cc1
 : 1	1.0	-1	-0.8	-2	-3	-4	/	-2	6
COc1cc(C)ccc1S(=O)(=O)n1nc(C)cc1C
 : -4	0.0	0	-4.3	-1	9	-2	0	1	2
Cc1ccc(NC(=O)CSc2nccn(-c3ccc4c(c3)OCCO4)c2=O)cc1
 : -16	-3.0	5	0.4	2	-1	-2	4	11	6
O=C1C2C3C=CC(C3)C2C(=O)N1c1ncn[nH]1 (stereo not given)
 : -5	0.3	/	-0.6	3	2	-1	/	-11	3
O=C(O)CCCC(=O)NCCc1cccc(Cl)c1
 : -5	0.3	-2	0.3	4	-1	-3	-1	0	-1
Cc1cc(C(=O)N/N=C/c2cccc([N+](=O)[O-])c2)c2ccccc2n1
 : -5	-1.2	-1	-1.1	-5	-1	0	0	-7	2
Cc1ccc(S(=O)(=O)N2CCN(S(C)(=O)=O)C2c2ccccc2)cc1 (stereo not given)
 : -1	-0.8	-5	0.2	3	-7	-4	-1	-9	-1
COCCn1nnnc1C(C(C)C)N(Cc1cccnc1)Cc1ccccc1Cl (stereo not given)
 : 6	-1.6	-4	0.3	4	3	-3	/	5	13
COc1ccc(C(=O)C[n+]2cccc(C(N)=O)c2)cc1
 : -4	0.3	7	0.3	-2	0	1	2	4	1
Cc1n[nH]c(=O)c2c(NC(=O)CSc3nncn3C(C)C)oc(C)c12
 : 10	0.9	-3	0.1	-1	1	2	1	4	-15
CC1CC(C)CN(C(=O)CSc2nnc(-c3ccc(Cl)cc3)o2)C1 (stereo not given)
 : 10	-0.3	-3	-2.8	1	17	-4	-2	-6	1
Cc1ccc(CNC(=O)Nc2ccc(Cl)cc2)cc1
 : -1	-0.3	-6	0.0	-1	9	4	7	-20	18
O=C(NCc1ccccn1)C(=O)N/N=C/c1ccc2c(c1)OCO2
 : -1	-3.7	1	1.7	-7	10	-7	1	1	5
O=C(NC1CCSc2ccccc21)c1cc(S(=O)(=O)N2CCOCC2)ccc1F (stereo not given)
 : -7	-0.8	-3	0.7	1	2	-10	1	4	2
CCOc1ccc(C(C)=O)cc1COC(=O)c1cnc(Cl)c(Cl)c1
 : 9	-1.6	1	-0.4	4	5	-5	3	10	0
N=c1c2c(ncn1Cc1ccco1)Oc1cc(O)ccc1C2c1ccccc1 (stereo not given)
 : 1	-0.8	22	-0.9	3	20	-4	-3	0	-18
C=CCn1c(SCC(=O)Nc2cc(C)on2)nc2c([nH]c3ccccc32)c1=O
 : 9	0.4	-4	-0.7	2	-4	0	1	-4	-29
CC(Nc1ccc2ccccc2c1)C(=O)N/N=C/c1ccncc1 (stereo not given)
 : -17	0.7	0	1.1	-4	-1	-2	-1	-5	-18
COc1ccc(CCC(=O)NC2CCC(C)CC2)cc1 (stereo not given)
 : 0	-3.7	1	1.2	3	-6	-2	-2	-5	-6

# A portion from the list above, for reference:
# The line under a structure holds: Tat transport	CAL PDZ FP-1	CAL PDZ FP-2	CDK5 p35 inh	V-ATPase pH	RTF Ca sens act	dFosB activator	Wnt bcat act	Rtt109 Vps75	MITF TRPM1 HTS
CC(Nc1ccc2ccccc2c1)C(=O)N/N=C/c1ccncc1 (stereo not given)
 : -17	0.7	0	1.1	-4	-1	-2	-1	-5	-18
COc1ccc(CCC(=O)NC2CCC(C)CC2)cc1 (stereo not given)
 : 0	-3.7	1	1.2	3	-6	-2	-2	-5	-6

# Later entries.
# The line under a structure holds: Tat transport	CAL PDZ FP-1	CAL PDZ FP-2	CDK5 p35 inh	V-ATPase pH	RTF Ca sens act	dFosB activator	Wnt bcat act	Rtt109 Vps75	MITF TRPM1 HTS
O=C1C2N=NN(CC(=O)N3N=C(c4cccc5ccccc45)CC3c3ccccc3)C2C(=O)N1c1ccccc1 (stereo not given)
 : 2	-0.1	12	-0.1	3	1	-6	/	-3	-4
N#CC[C@H](Cc1ccccc1)N1CCN(Cc2ccccc2)CCC1=O
 : -2	-0.2	-2	-0.8	2	2	-2	0	-21	-6
CCOC(=O)COc1nc2ccc(Br)cc2c(-c2ccccc2)c1C(C)=O
 : -6	-0.3	-1	-3.2	0	1	-9	0	3	-5
COC(=O)c1cccc(NC(=O)CSCc2ccccc2)c1
 : 0	-1.5	-3	2.3	-2	-3	-2	3	9	16
COc1ccc(/C=C/C(=O)NC(C)C)cc1Br
 : 2	-2.7	/	-0.2	-3	4	-10	/	0	15
COc1ccc(NC(=O)CN(C)CC(=O)N(C)C2(C#N)CCC(C)CC2)cc1 (stereo not given)
 : -4	-0.5	-1	-1.3	-1	1	-12	0	-4	-4
NNC(=O)CCCNc1ncc(C(F)(F)F)cc1Cl
 : 2	-3.4	-3	0.7	-1	-1	-2	-2	0	3
Cc1cc(C)n(C(=O)Cc2cn3ccsc3n2)n1
 : 12	/	0	0.6	0	3	-2	/	-4	2
C/C(=N/NC(=O)CNC(=O)/C=C/c1ccccc1)c1ccco1
 : -4	-2.0	1	-1.7	0	-1	0	0	-11	-12
CC1CCc2[nH]c3ccc(C(=O)N(C)CC(=O)Nc4ccccc4Br)cc3c2C1 (stereo not given)
 : 3	-2.4	-5	-0.6	5	-22	-2	5	19	7
O=C(NCC1CCCO1)c1ccc(/C=N/O)nc1 (stereo not given)
 : 15	-0.8	-10	0.9	1	-2	2	-1	-6	/
O=C(COC(=O)Cc1c(F)cccc1Cl)NCCC1=CCCCC1
 : 2	-0.3	-5	-2.2	-1	-5	-2	/	1	3
CC(C)NC(=O)NC(=O)COC(=O)C1CCCN1C(=O)c1cccs1 (stereo not given)
 : -3	1.1	-4	5.1	0	-1	0	/	10	10
O=C(NCc1ccc(F)cc1)c1cc(-c2cccs2)on1
 : -2	0.6	/	-2.7	1	9	1	/	-3	10
COCCCNC(=O)c1nc2ccccc2c(=O)n1NC(=O)Nc1c(Cl)cccc1Cl
 : -3	-0.3	2	-0.7	-2	4	1	-1	-3	-5

# Single entries from the results shown.
# RTF Ca sens act, COc1ccc(CCC(=O)NC2CCC(C)CC2)cc1 (stereo not given) stands at -6
# CAL PDZ FP-2, Cc1ccc(NC(=O)CSc2nccn(-c3ccc4c(c3)OCCO4)c2=O)cc1 stands at 5

# Next section:
# The line under a structure holds: Tat transport	CAL PDZ FP-1	CAL PDZ FP-2	CDK5 p35 inh	V-ATPase pH	RTF Ca sens act	dFosB activator	Wnt bcat act	Rtt109 Vps75	MITF TRPM1 HTS
O=C(CCc1ccccc1)NNC(=O)c1ccc(Cl)cc1
 : -14	-0.4	/	-1.4	0	3	-1	-1	-5	/
COC(=O)Nc1ccc(S(=O)(=O)N2CCCC(C(=O)N3CCOCC3)C2)cc1 (stereo not given)
 : -4	-1.3	-7	1.8	-4	4	-5	3	-1	3
COc1cc(-c2nnc(SCC(=O)/C(C#N)=C(\C)N)o2)cc(OC)c1OC
 : -1	-1.2	/	-0.1	0	-3	-3	-4	7	16
Cc1ccc(C(=O)N(Cc2ccccc2)C(C)(C)C)cc1C
 : -2	-2.5	0	0.7	-4	3	-1	/	-7	1
COc1ccc(-c2csc3ncnc(N4CCN(S(=O)(=O)c5cccs5)CC4)c23)cc1
 : 10	-2.6	-5	0.6	3	-1	-9	0	-3	4
N#CCSc1nc2sc3c(c2c(=O)n1C1CCCCC1)CCCC3
 : -6	-1.2	/	-1.2	2	-3	-4	/	-6	/
CC1(C)CC(=O)C(C2(O)C(=O)Nc3ccccc32)CO1 (stereo not given)
 : -6	-1.9	-1	0.8	-2	3	-1	-1	-5	2
O=C(Nc1c[nH]c(=O)[nH]c1=O)OCc1ccccc1
 : -1	0.0	/	2.1	0	6	2	-2	-14	5
C/C(=N\N1CCN(C2c3ccccc3-c3ccccc32)CC1)c1ccncc1
 : 6	-0.3	-4	-0.7	-2	-2	-9	-2	1	/
COc1ccc(C(=O)COC(=O)C(C(C)C)N2C(=O)C3C4C=CC(C4)C3C2=O)cc1 (stereo not given)
 : 7	-2.1	-1	-0.6	3	6	-16	-1	0	5
COc1ccc(C(=O)O/N=C(\N)c2ccccc2Cl)cc1OC
 : 1	-1.3	-1	-0.9	0	-5	-14	7	-9	17
Cc1nnsc1C(=O)NNc1ccc(Cl)cc1
 : 3	-1.9	0	-0.2	-1	8	-8	0	2	/

# 4 compounds from above with just CDK5 p35 inh, Tat transport and Wnt bcat act:
SMILES	CDK5 p35 inh	Tat transport	Wnt bcat act
C/C(=N\N1CCN(C2c3ccccc3-c3ccccc32)CC1)c1ccncc1	-0.7	6	-2
Cc1nnsc1C(=O)NNc1ccc(Cl)cc1	-0.2	3	0
COc1ccc(C(=O)COC(=O)C(C(C)C)N2C(=O)C3C4C=CC(C4)C3C2=O)cc1 (stereo not given)	-0.6	7	-1
COc1ccc(C(=O)O/N=C(\N)c2ccccc2Cl)cc1OC	-0.9	1	7

# Source: PubChem BioAssay
